Screening results from PubChem BioAssay.
ssDAF12 agonist: activators of S. stercoralis DAF-12 nuclear receptor. HEK293 ssDAF-12/GRIP1 lit1-tk-luc reporter, luminescence; % of 3 µM dafachronic acid response. hit rate 1% among 370,000. activation, % at 6.8 µM;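 active = activation above the mean over all tested compounds plus 3 SD, cut at about 0.9% in these data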;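 also: 0% = DMSO-only wells and 100% = 3 µM delta7-dafachronic acid wells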
ADAM10 inh: inhibitors of human ADAM10 | inhibition, % at 7 µM | AID 720582 | recombinant ADAM10, EDANS/DABCYL FRET peptide cleavage, 3 h | hit rate 0.62% among 370,000;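 active = inhibition above a per-campaign cutoff equal to the mean of compounds falling between control-based bounds plus 3 SD, cut at about 20% in these data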;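 also: 0% = DMSO wells while the 100% control is not disclosed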
Target sequence (O14672 214-748 limits assumed): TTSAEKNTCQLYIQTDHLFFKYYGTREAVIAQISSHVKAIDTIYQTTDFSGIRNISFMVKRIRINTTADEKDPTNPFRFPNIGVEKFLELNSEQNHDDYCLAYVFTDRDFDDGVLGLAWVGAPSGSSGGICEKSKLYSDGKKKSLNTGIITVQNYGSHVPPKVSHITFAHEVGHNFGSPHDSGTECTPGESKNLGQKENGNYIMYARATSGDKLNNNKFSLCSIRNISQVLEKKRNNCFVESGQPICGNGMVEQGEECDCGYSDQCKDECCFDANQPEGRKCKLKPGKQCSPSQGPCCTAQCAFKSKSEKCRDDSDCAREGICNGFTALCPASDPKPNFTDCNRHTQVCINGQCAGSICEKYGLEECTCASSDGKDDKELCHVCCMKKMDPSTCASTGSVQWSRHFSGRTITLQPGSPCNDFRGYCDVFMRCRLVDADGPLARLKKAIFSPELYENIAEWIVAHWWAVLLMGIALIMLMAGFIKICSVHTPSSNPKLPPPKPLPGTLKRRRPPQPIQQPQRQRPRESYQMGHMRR
sPLA2-III inh: Inhibits HGIII-sPLA2 liposome hydrolysis, primary screen. Q9NZ20. QFRET BODIPY PC-A2 liposome hydrolysis, fluorescence. inhibition, % at 12.2 µM. hit rate 0.56% among 370,000. AID 743126;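 active = inhibition above mean plus 3 SD of compounds lying within the high and low control bounds, cut at about 19% in these data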;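 also: 0% = median of test compound wells and 100% = no enzyme DMSO wells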
FXN GAA850 act: activators of GAA850 frataxin (FXN) promoter; HEK293 lucGAA850 FXN promoter luciferase reporter, 24 h; percent of 10 µM SAHA response; activation, % at 6 µM; hit rate 0.56% among 360,000;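 active = activation above the average of all compounds screened plus 3 SD, cutoff fixed separately per campaign, cut at about 7.5% in these data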;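 also: 0% = DMSO wells and 100% = 10 µM SAHA wells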
GC-B act: GC-B (human) receptor activation; AID 1920062; HEK293-GC-B cells, CNP EC30, cGMP TR-FRET; 0% at EC30 CNP, 100% saturating CNP; activation, % at 10 µM; hit rate 0.11% among 370,000;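 active = activation at 10 µM reaching about 35% in either raw or pattern-adjusted values, limit read from the data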
SMARCA2 act: increases SMARCA2 function in MMTV reporter cells. MG213 cells, MMTV-luciferase reporter, dexamethasone, overnight. activation, % at 9.1 µM. hit rate 1% among 370,000. AID 652017; in the data active = activation above about 7.8%;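 also: 0% = vehicle wells and 100% = reference activator wells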
hcDAF12 agonist: activates DAF-12 receptor from parasite H. contortus. HEK293 hcDAF-12 lit1-tk-luc reporter, luminescence; 0% DMSO, 100% Δ7-dafachronic acid. activation, % at 6.8 µM. hit rate 1.4% among 370,000. AID 652067;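 active = activation above the mean of all tested compounds plus 3 SD, cut at about 5.5% in these data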;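 also: 100% = response to 3 µM Δ7-dafachronic acid high control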
DAX1 inh-1: inhibitors of human orphan nuclear receptor DAX1 (NR0B1); hit rate 0.99% among 340,000; AID 504766; P51843; HEK293 Gal4-DAX1 luciferase reporter, luminescence; inhibition, % at 6.75 µM;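 active = inhibition above the mean over all tested compounds plus 3 SD, cut at about 4.2% in these data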;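 also: 0% = DAX1-transfected cells with DMSO and 100% = empty-vector control cells with DMSO; inhibition shows as a rise in luminescence from relieved DAX1 repression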
Target sequence (P51843 207-470 limits assumed): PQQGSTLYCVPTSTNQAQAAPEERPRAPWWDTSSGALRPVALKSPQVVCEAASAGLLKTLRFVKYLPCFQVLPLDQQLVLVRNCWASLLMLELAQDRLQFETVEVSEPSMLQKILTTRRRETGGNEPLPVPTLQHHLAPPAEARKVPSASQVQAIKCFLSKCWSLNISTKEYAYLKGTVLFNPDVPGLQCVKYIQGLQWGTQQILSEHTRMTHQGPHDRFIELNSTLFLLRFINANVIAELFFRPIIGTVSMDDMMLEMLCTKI
NPR1 activator: GC-A (human) enzyme activation. AID 1671463. activation, % at 10 µM. HEK293 GC-A cells, cGMP TR-FRET, EC30 ANP; 0% at EC30 ANP, 100% saturating ANP. P16066. hit rate 0.14% among 370,000; in the data active = activation above about 40%
DAX1 inh-2: blocks DAX1 repression of SF-1 activated StAR promoter | HEK293T StAR-luciferase reporter, SF-1/DAX-1 repression relief | AID 652010 | hit rate 1.1% among 370,000 | inhibition, % at 6.8 µM;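 active = inhibition above the mean over all tested compounds plus 3 SD, cut at about 3.6% in these data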;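 also: 0% = DAX-1 cells with DMSO and 100% = cells lacking DAX-1 with DMSO; higher inhibition means more luminescence from relief of DAX-1 repression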
hgDAF-12 ag: agonists of H. glycines DAF-12 nuclear receptor; activation, % at 6.8 µM; HEK293 GAL4-hgDAF12 UAS-luciferase reporter, agonist luminescence; normalized to butyrate control; hit rate 1.8% among 370,000;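 active = activation above a cutoff set at the mean of all screened compounds plus 3 SD, cut at about 10% in these data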;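 also: 0% = DMSO wells and 100% = sodium butyrate wells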
* marks the source's active call; other numbers are inactive results; / = not tested or not shown.

SMILES	ssDAF12 agonist	ADAM10 inh	sPLA2-III inh	FXN GAA850 act	GC-B act	SMARCA2 act	hcDAF12 agonist	DAX1 inh-1	NPR1 activator	DAX1 inh-2	hgDAF-12 ag
Cc1nc2ccccc2nc1OCC(=O)Nc1ccc(F)cc1	-1.8	-27	-2	-1.6	-4	-2	3.5	2.9	5	0.1	-1.0
CCCc1c(C(=O)Nc2cc(C)on2)cnn1-c1ccccc1	-2.0	-2	3	-0.3	-3	-5	-1.4	-1.8	-5	-0.3	0.5
COC(=O)c1c(NC(=O)C(=O)N2CCCCC2)sc2c1CC(C)(C)OC2	-1.7	2	-1	-1.9	-1	0	-3.6	0.4	1	-3.4	2.7
CCC1CCCCN1C(=O)CSc1nnc(CNC(=O)COc2ccc(Cl)cc2)o1 (centres undefined)	-1.7	-9	-2	1.7	-7	-2	-2.4	-0.3	-3	-0.7	-1.2
O=C(COC(=O)c1nc(Cl)ccc1Cl)NCCc1ccccc1	-0.9	-2	6	2.3	1	-3	-1.2	0.9	-4	0.8	1.0
Cc1ccccc1S(=O)(=O)N(C)C[C@@H]1OCc2cn(nn2)CCCC(=O)N([C@@H](C)CO)C[C@H]1C	-0.8	-4	-3	/	2	-3	-1.1	/	2	1.1	-0.5
COc1cc(C2c3c(-c4ccccc4)n[nH]c3C(=O)N2c2ccccc2)ccc1O (centres undefined)	-1.7	7	-33	-2.9	-20	-3	-1.2	-0.3	-22	-0.7	-5.0
CC(=O)c1ccc(NS(=O)(=O)c2ccc3c(c2)N(C)CCO3)cc1	-1.2	-2	2	-0.2	-1	-3	-0.1	-0.4	4	-0.2	-2.3
CCCNC(=O)c1c(C)cc(=O)oc1C	-0.1	-4	2	0.4	8	0	-1.6	0.8	2	-0.7	-1.7
Cc1ccc2c(c1)cc1c(=O)n(CC(=O)N(C)c3ccccc3)nc(C)n12	-1.3	-13	3	1.4	2	2	0.0	0.0	2	-1.4	-0.6
CCS(=O)(=O)N1Cc2ccccc2CC1C(=O)NCc1cccc(OC)c1 (centres undefined)	-1.3	2	-1	0.1	2	-2	-0.3	0.1	-1	0.3	-1.5
CC(C)CCC(CC(C)O)c1n[nH]c(=S)n1-c1ccccc1 (centres undefined)	-1.0	-6	15	-0.1	5	-3	-0.8	2.4	-1	0.0	2.9
CCNC(=O)N1c2ccc(OCC)cc2C(C)=CC1(C)C	-1.3	-33	-5	2.1	0	-1	1.0	0.2	0	-0.3	-1.4
O=C(Nc1ccc(OC(F)(F)F)cc1)C1=NCCN1	-1.2	-9	12	3.8	-3	-5	-0.7	-0.9	2	-0.1	-2.1
COc1cccc(CNc2nc3ccccc3n2CCN2CCCCC2)c1	-1.2	4	-3	-4.0	-11	-2	-0.1	-0.2	-11	0.1	-0.1
Cn1nc(C(F)(F)F)c(C(=O)Nc2ccc(F)cc2F)c1Sc1cccc(C(F)(F)F)c1	-1.7	15	-2	-1.5	-5	-2	-2.3	-0.3	-2	0.0	-0.9
C=C(C)c1cccc(C(C)(C)NC(=O)N(C)C2CCN(C)CC2)c1	-1.5	4	0	1.1	-13	-2	-1.7	/	-5	0.4	-2.7
O=c1c(-c2ccccc2)c(O)nc2ccccn12	-1.6	-29	3	1.6	5	-2	-0.7	0.5	-1	0.3	0.3
O=C(COC(=O)CNC(=O)c1ccc(Cl)cc1)Nc1ccc(Cl)cn1	-0.7	-1	1	0.0	-4	4	-1.0	1.0	11	0.1	2.3
O=C1CC(c2cccs2)CC(O)=C1C=NCCN1CCNCC1 (centres undefined)	-1.7	-7	5	1.3	-3	2	-1.1	0.2	0	0.0	2.1
O=[N+]([O-])c1cc(Cl)ccc1NCCc1ccccn1	-0.5	-4	-2	3.8	-4	4	-0.9	-0.1	-8	0.2	2.2
CNCC(O)CN1CCN(c2ccccc2OC)CC1 (centres undefined)	-0.8	14	3	-1.3	3	0	-1.5	1.8	-2	-0.2	-4.9
Cn1ncc2nc[nH]c(=O)c21	-1.1	-4	2	-2.4	2	1	-1.2	0.4	3	0.2	0.6
O=[N+]([O-])c1ccc(N2CCOCC2)cc1NCCCO	-1.4	-6	5	-0.7	2	0	-1.0	0.0	5	-0.6	-1.6
CCCCCC(=O)N1C[C@@H](n2cc(C3CC3)nn2)[C@H](O)C[C@@H]1c1ccc(OC)cc1	-1.0	-1	5	-0.6	-15	-2	-1.6	1.2	-17	-1.6	1.5
S=C(Nc1ccccc1Oc1ccccc1)NC1CCCC1	-2.0	-11	14	0.4	-3	-6	-1.7	0.6	-1	-0.3	-3.2
CCOC(=O)c1ccc(NC(=S)NN2CCN(C)CC2)cc1	-1.9	0	0	1.1	4	0	4.2	-0.2	0	0.2	0.0
O=C(C1CCCCC1)N1CCC(c2nc3c(nnn3Cc3ccccc3Cl)c(=O)[nH]2)CC1	-1.8	4	-14	2.1	7	-1	0.9	0.4	2	-0.8	-3.2
COc1ccc(S(=O)(=O)N(CC(C)C)C2CCS(=O)(=O)C2)cc1OC (centres undefined)	-0.6	-11	5	1.4	-1	1	-1.5	0.6	1	0.2	1.1
CCC(=O)N=c1sc2c(C)cc(C)cc2n1CC(=O)OC	-1.0	-3	12	0.8	-4	-1	0.0	-0.1	3	-1.3	-0.2
COC(=O)C1CN(Cc2ccc(OC)cc2)CCS(=O)(=O)N1Cc1cn(Cc2ccc(Cl)cc2)nn1 (centres undefined)	-0.6	-6	4	/	-7	-2	-3.2	/	-9	0.4	0.8
O=C(Nc1ccccc1C(=O)NCCCN1CCOCC1)c1ccc(F)cc1	-0.6	0	-3	0.3	4	0	-1.8	-0.8	-1	-0.9	0.8
COc1ccc2c(C)cc(SCn3nnc4ccccc4c3=O)nc2c1	0.5	-7	15	0.9	1	-2	1.0	-0.2	0	0.0	6.2
O=C(NCc1cccnc1)c1cnc2ccccc2n1	-0.7	2	2	-2.1	-3	-2	0.7	0.8	-1	0.3	8.1
O=C(COC(=O)C1=COCCO1)Nc1ccc(Oc2ccccc2)cc1	-1.4	3	-10	-1.3	6	0	-0.7	1.2	8	-1.1	0.2
CC(C)c1ccc(C(=O)CN2C(=O)NC3(CCc4ccccc43)C2=O)cc1 (centres undefined)	-1.6	3	-15	2.5	2	11*	-0.5	0.1	4	-0.2	4.0
Cc1cc(C)n(-c2nc3c(c(=O)[nH]c(=O)n3C)n2CC(O)COc2ccc(Cl)cc2Cl)n1 (centres undefined)	-0.8	5	-2	0.3	-5	3	-1.7	0.2	-6	-0.3	0.8
O=C(NCCCN1CCOCC1)c1cc(-c2ccc(Cl)c(Cl)c2)on1	-1.5	-2	6	-0.3	4	-5	-0.6	2.6	3	0.1	-0.8
CCOC(=O)c1[nH]c2ccc(F)cc2c1NC(=O)Nc1ccccc1OC	-0.5	-16	-4	-1.3	-1	1	0.2	0.2	7	0.2	0.2
O=C(Nc1ccc2c(c1)OCO2)c1cc(C2CCCCN2S(=O)(=O)c2ccccc2)on1 (centres undefined)	-1.8	9	-3	-0.9	4	0	-0.9	/	0	0.3	2.3

Taken from above.
In DAX1 inh-1, Cc1cc(C)n(-c2nc3c(c(=O)[nH]c(=O)n3C)n2CC(O)COc2ccc(Cl)cc2Cl)n1 (centres undefined) is listed with 0.2
In sPLA2-III inh, CC(C)c1ccc(C(=O)CN2C(=O)NC3(CCc4ccccc43)C2=O)cc1 (centres undefined) is listed with -15
In SMARCA2 act, O=C(Nc1ccc2c(c1)OCO2)c1cc(C2CCCCN2S(=O)(=O)c2ccccc2)on1 (centres undefined) is listed with 0

Other compounds
SMILES	ssDAF12 agonist	ADAM10 inh	sPLA2-III inh	FXN GAA850 act	GC-B act	SMARCA2 act	hcDAF12 agonist	DAX1 inh-1	NPR1 activator	DAX1 inh-2	hgDAF-12 ag
CC(C)Oc1ccc(C(=O)Nc2cc(=O)n(C)c(=O)n2C)cc1	-0.7	-15	4	0.9	-2	-2	-1.0	0.2	3	0.9	2.4
CCC(C(=O)O/N=C(\N)c1ccc(Cl)cc1)c1ccccc1 (centres undefined)	-1.1	5	2	-1.0	-7	4	-0.7	0.9	-1	-0.9	0.0
O=c1c2ccccc2[nH]c(=S)n1CCCN1CCC(Cc2ccccc2)CC1	-0.6	-4	16	-1.7	-3	-2	-0.1	0.1	-11	0.4	-1.7
C/C(=N\NC(=O)c1nnn(-c2nonc2N)c1C(C)C)c1ccncc1	-1.3	6	8	2.2	0	-3	-1.3	0.4	0	0.3	-1.2
O=C1CN(C(=O)c2ccccc2F)C(c2ccccc2)c2cc(Cl)ccc2N1 (centres undefined)	-0.5	18	-1	-1.3	-6	-2	-2.2	0.2	-27	-0.7	-2.1
O=C(O)CN1CCN(Cc2cccc(Cl)c2)C1=O	-1.2	-1	-4	0.5	1	1	-0.6	0.4	-1	-0.3	1.6
Cc1ccc2cc3c(NC(=O)CC(C)C)nn(C)c3nc2c1	-1.4	-26	-4	-2.5	2	0	-0.2	0.2	3	-0.9	-2.9
CCn1c(=O)c(C(=O)NNC(=O)c2ccccc2)c(O)c2ccccc21	-0.5	-14	13	1.0	1	2	-1.0	0.8	1	0.3	3.8
COc1ccc(N2C(=O)CC(N3CCN(C(=O)c4ccco4)CC3)C2=O)cc1 (centres undefined)	-1.5	-5	11	1.7	7	0	0.8	-1.0	0	-0.1	-0.4
COc1ccc(C(=O)N2CCCC2(C)C(=O)NCC(C)C)cc1C(F)(F)F (centres undefined)	-0.9	3	1	0.9	-1	0	0.4	/	2	0.6	-2.5
CC(C)(C)C1CCc2c(C(=O)NNC(=O)CCC(=O)O)csc2C1 (centres undefined)	-1.4	-2	9	-1.8	-3	-1	0.5	-0.3	2	-0.3	-0.1
CNc1oc(-c2cccs2)nc1S(=O)(=O)c1ccccc1	-1.3	1	5	1.1	2	-3	-1.8	1.2	4	-0.4	3.0
CC(C)(C)NS(=O)(=O)c1ccc(NC(=O)NC2CCCCC2)cc1	-0.9	-1	-28	5.5	2	0	-1.3	1.8	-2	-0.6	0.2
Cc1ccc(NC(=O)C2CC=CCC2C(=O)N2CCCCC2)cc1 (centres undefined)	-1.3	-2	-4	-0.9	4	-3	-1.4	1.5	0	-0.4	3.4
O=[N+]([O-])c1cc(Cl)ccc1N1CCCC1	-1.3	4	0	1.5	-1	-3	-0.6	-0.4	0	-0.2	4.4
CS(=O)(=O)c1ccccc1C(=O)NC1CCCc2ccccc21 (centres undefined)	-1.0	3	4	-0.1	-4	-2	0.7	0.6	-2	0.0	1.9
CC(=O)Nc1ccc(NC(=O)C/C(C)=N/NC(=O)C(=O)Nc2ccc(C)c(Cl)c2)cc1	-0.9	-1	-7	0.2	2	3	-1.3	2.1	2	0.0	-1.5
O=C(Nc1ccc2c(c1)OCCO2)C(C1CC1)n1c(=O)c(-c2cc3ccccc3[nH]2)nc2ccccc21 (centres undefined)	0.3	-298	-11	/	-2	-4	1.1	/	6	0.0	1.1
